GC-B act: human GC-B receptor activators, primary screen, HEK293 GC-B cells, cGMP TR-FRET, EC30 CNP. Atrial natriuretic peptide receptor 2 (Homo sapiens), P20594. 0% at EC30 CNP, 100% saturating CNP. activation, % at 10 µM. 370,000 compounds, 0.11% hits;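 active = activation at 10 µM reaching about 35% in either raw or pattern-adjusted values, limit read from the data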
ASAP1 inh: inhibitors of human ASAP1 ArfGAP activity, primary screen, biochemical, fluorescence polarization. ASAP1-stimulated ARF1 GTP hydrolysis, GDP FP detection. inhibition, % at 16.5 µM. 360,000 compounds, 0.19% hits; in the data active = inhibition above about 25%;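 also: 0% = vehicle with enzyme and substrate and 100% = no enzyme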
Target sequence (Q9ULH1 325-724 limits assumed): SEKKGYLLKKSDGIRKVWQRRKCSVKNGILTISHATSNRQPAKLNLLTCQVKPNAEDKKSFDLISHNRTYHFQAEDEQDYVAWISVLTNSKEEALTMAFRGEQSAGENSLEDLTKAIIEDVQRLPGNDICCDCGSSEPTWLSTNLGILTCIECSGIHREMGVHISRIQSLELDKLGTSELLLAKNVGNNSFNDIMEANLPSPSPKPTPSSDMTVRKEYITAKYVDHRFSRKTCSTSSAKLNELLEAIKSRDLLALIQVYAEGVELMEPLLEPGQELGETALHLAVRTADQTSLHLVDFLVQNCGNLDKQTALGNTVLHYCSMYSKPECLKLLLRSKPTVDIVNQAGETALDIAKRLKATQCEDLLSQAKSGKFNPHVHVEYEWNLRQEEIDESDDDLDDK
GAA850 FXN act: FXN promoter activators, primary screen, cell-based, luciferase luminescence, HEK293 lucGAA850. HEK293 lucGAA850 FXN promoter luciferase reporter, 24 h; percent of 10 µM SAHA response. activation, % at 6 µM. 360,000 compounds, 0.56% hits. AID 540364, 2011;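 active = activation above the average of all compounds screened plus 3 SD, cutoff fixed separately per campaign, cut at about 7.5% in these data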;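 also: 0% = DMSO wells and 100% = 10 µM SAHA wells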
DDE Tn6 FP inh: inhibitors of Tn6 peptide binding to fibrin DD(E), primary screen, biochemical, fluorescence polarization, human fibrin, Tn6 probe | 370,000 compounds, 0.21% hits | Fibrin DD(E) TRITC-Tn6 fluorescence polarization displacement | Fibrinogen beta chain (Homo sapiens), P02675 | inhibition, % at 8.3 µM;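 active = inhibition above a per-campaign cutoff: mean of compounds within control limits plus 3 SD, cut at about 15% in these data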;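 also: 0% = median of all compound wells on the plate and 100% = blocking peptide control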
rCAG RNA binder: binders of r(CAG) RNA repeats, primary screen, biochemical, fluorescence | r(CAG) RNA repeat, TO-PRO-1 dye displacement fluorescence | inhibition, % at 3 µM | 370,000 compounds, 1.3% hits;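 active = inhibition above the plate cutoff, the mean of all test compounds on that plate plus 3 SD, cut at about 35% in these data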;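 also: 0% = DMSO alone and 100% = 100 µM mitoxantrone as full dye displacement; higher means more dye released from RNA so lower well fluorescence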
HGIII-sPLA2 inh: human group III sPLA2 inhibitors, primary screen, biochemical, QFRET, BODIPY PC-A2 liposome substrate; Group 3 secretory phospholipase A2 (Homo sapiens), Q9NZ20; QFRET BODIPY PC-A2 liposome hydrolysis, fluorescence; inhibition, % at 12.2 µM; 370,000 compounds, 0.56% hits; AID 743126, 2013;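 active = inhibition above mean plus 3 SD of compounds lying within the high and low control bounds, cut at about 19% in these data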;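 also: 0% = median of test compound wells and 100% = no enzyme DMSO wells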
ADAM10 inh: human ADAM10 inhibitors, primary screen, biochemical, QFRET, HTS. Disintegrin and metalloproteinase domain-containing protein 10 (Homo sapiens), O14672. recombinant ADAM10, EDANS/DABCYL FRET peptide cleavage, 3 h. inhibition, % at 7 µM. 370,000 compounds, 0.62% hits. AID 720582, 2013;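 active = inhibition above a per-campaign cutoff equal to the mean of compounds falling between control-based bounds plus 3 SD, cut at about 20% in these data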;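 also: 0% = DMSO wells while the 100% control is not disclosed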
Target sequence (O14672 214-748 limits assumed): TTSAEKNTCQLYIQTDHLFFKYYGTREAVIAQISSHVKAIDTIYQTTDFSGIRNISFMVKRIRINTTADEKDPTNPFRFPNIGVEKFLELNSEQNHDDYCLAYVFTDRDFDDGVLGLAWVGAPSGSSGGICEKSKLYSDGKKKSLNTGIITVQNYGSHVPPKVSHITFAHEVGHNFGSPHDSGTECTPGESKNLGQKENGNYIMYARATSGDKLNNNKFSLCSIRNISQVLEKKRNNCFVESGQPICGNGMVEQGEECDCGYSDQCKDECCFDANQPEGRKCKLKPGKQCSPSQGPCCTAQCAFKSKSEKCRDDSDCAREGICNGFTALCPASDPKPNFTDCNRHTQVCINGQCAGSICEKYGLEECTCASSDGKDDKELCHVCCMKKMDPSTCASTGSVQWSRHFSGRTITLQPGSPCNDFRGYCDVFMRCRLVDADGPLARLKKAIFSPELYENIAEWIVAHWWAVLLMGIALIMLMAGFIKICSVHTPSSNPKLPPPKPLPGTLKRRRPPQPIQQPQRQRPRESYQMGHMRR
GC-A act: GC-A stimulated cGMP production enhancers – HEK293 GC-A cells, cGMP TR-FRET, EC30 ANP, primary screen; Atrial natriuretic peptide receptor 1 (Homo sapiens), P16066; 0% at EC30 ANP, 100% saturating ANP; 370,000 compounds, 0.14% hits; activation, % at 10 µM; in the data active = activation above about 40%
KLK7 zymogen act: proKLK7 zymogen activators, primary screen, biochemical, fluorescence intensity | AID 652039, 2013 | Kallikrein-7 (Homo sapiens), P49862 | 370,000 compounds, 0.9% hits | activation, % at 7 µM | purified proKLK7, EDANS-DABCYL substrate fluorescence; 100% is mature enzyme control, 0% vehicle;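 active = activation above the mean of all tested compounds plus 3 SD, computed per campaign excluding outliers beyond control limits, cut at about 13% in these data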
ARFGAP1 inhibitor: inhibitors of rat ARFGAP1 GAP activity, primary screen, biochemical, fluorescence polarization, GDP tracer. ADP-ribosylation factor GTPase-activating protein 1 (Rattus norvegicus), Q62848. Arfgap1-stimulated ARF1 GTP hydrolysis, GDP FP detection. inhibition, % at 16.5 µM. 360,000 compounds, 0.26% hits. AID 651572, 2012;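 active = inhibition above a per-plate limit, mean inhibition of low control wells plus 3 SD, cut at about 25% in these data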;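 also: 0% = DMSO wells with enzyme and 100% = wells lacking Arfgap1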
Target sequence (Q62848 1-136 limits assumed): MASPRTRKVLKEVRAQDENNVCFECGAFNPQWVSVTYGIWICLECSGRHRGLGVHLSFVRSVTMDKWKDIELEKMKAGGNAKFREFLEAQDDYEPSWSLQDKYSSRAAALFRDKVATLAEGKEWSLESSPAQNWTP
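system = rat Arfgap1 catalytic domain, aa 1-136 | technique = FP, GDP Alexa 633 tracer displaced from anti-GDP antibody, 620/688 nm | compound = one concentration, 16.5 µM, DMSO 1.26% | medium = HEPES-based buffer, pH 7.5 | timing = compound-enzyme preincubation 20 min, reaction 120 min, detection 60 min, 25 °C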
An asterisk follows results filed as active; i = inactive; . = no result given; & = joins results of further samples.

SMILES	GC-B act	ASAP1 inh	GAA850 FXN act	DDE Tn6 FP inh	rCAG RNA binder	HGIII-sPLA2 inh	ADAM10 inh	GC-A act	KLK7 zymogen act	ARFGAP1 inhibitor
CCN1CCN(CCNC(=O)c2ccc(CS(=O)(=O)c3ccccc3C)o2)CC1	1	-4	1.5	-3	2	0	-1	7	-0.6	3
Cn1c(=O)c2[nH]c(NN=Cc3ccc(Br)cc3)nc2n(C)c1=O	-3	12	0.9	-11	4	9	-1	-5	0.3	-1
Cc1c(C(=O)OCC(=O)N2CC(C)CC(C)C2)oc2ccccc12 (stereo not given)	-4	-3	0.6	-1	-3	-7	11	-2	-0.4	5
Cc1ccccc1CN1CCC(n2nccc2NC(=O)CCCc2ccccc2)CC1	-2	-14	-0.9	-4	-9	-8	-4	-2	1.1	8
O=C(Nc1ccc(NC(=O)C23CC4CC(CC(C4)C2)C3)cn1)c1ccco1	-2	-9	5.4	-9	-3	4	-4	3	0.0	1
O=C(COc1ccc(Cl)cc1)NCc1nnc(SCC(=O)c2ccccc2)o1	0	0	-2.1	4	-4	-21	5	2	-0.4	-8
CN1CCN(C(=S)SCC(=O)N2CCCc3ccccc32)CC1	5	0	2.2	10	-9	2	0	1	-0.7	4
Cc1ccccc1CNC(=O)C1CCCN(c2nnc(C)c3c(C)n(-c4ccccc4)nc23)C1 (stereo not given)	-3	-2	-3.0	10	-12	2	-219	1	-3.5	2
O=C(CNS(=O)(=O)c1ccc(Cl)cc1)NNC(=O)c1cccnc1	2	-6	0.7	-9	1	1	11	-1	-0.1	19
CCC(=O)Nc1cc(C(=O)OCc2ccc(C(=O)Oc3ccccc3)cc2)ccc1C	-9	-6	1.1	-5	-1	-8	4	-6	-0.1	-15
Cc1cccc(/C=C2\Oc3cc(OS(C)(=O)=O)ccc3C2=O)c1	-5	-6	4.3	-7	15	11	-34	-4	-0.9	17
COc1ccccc1OCc1ccc(C(=O)NCC(C)C)o1	0	-4	2.7	-3	-4	2	-2	-1	0.4	0
O=C(O)c1ccc(CNC(=O)c2ccc(C(F)(F)F)cc2)cc1	0	-8	0.4	0	0	3	0	-3	0.5	3
CCOC(=O)C1CCN(C(=O)c2cc(S(=O)(=O)N3CCOCC3)ccc2C)CC1	-1	-14	0.2	5	-3	12	-34	2	-0.1	8
O=C1NCCCC1C(=O)Nc1ccccn1 (stereo not given)	9	7	0.2	-2	3	6	5	4	0.1	9
COc1ccc(CNC(=O)C2CCCN(S(=O)(=O)c3ccc(-n4cnnn4)cc3)C2)cc1 (stereo not given)	-2	7	-3.1	0	-4	8	2	-1	-0.2	15
COc1ccc(/C=N/N2CCN(c3ccncc3S(=O)(=O)N3CCCCC3)CC2)cc1	-6	3	-1.9	-4	-2	2	5	2	-0.2	-4
CC(C)(C)NC(=O)c1ccc2nccnc2c1	-2	8	3.3	5	0	0	2	3	0.4	13
CC(C)(C)c1nnc(NC(=O)COc2ccc3c(c2)OCO3)s1	8	4	4.7	7	-2	-4	-5	5	0.0	-5
O=S(=O)(c1cc(Cl)cc(Cl)c1)N1CCN(c2nc(-c3cccs3)nc3ccccc23)CC1	-5	.	.	-2	.	16	-13	-2	.	.
CCC1Nc2ncnc(N3CCCCC3)c2N(Cc2ccc(OC)cc2)C1=O (stereo not given)	-2&-2	11&5	1.9	0&-1	0&1	1&-4	9&-9	-3&-2	0.3&0.8	3&-7
CCOC(=O)CSC1=C(C#N)C(c2ccc(C)cc2)C2=C(CCCC2=O)N1 (stereo not given)	1	10	0.7	-1	6	5	-24	2	2.5	1
O=C(c1ccccc1)N1CCN(c2ccc([N+](=O)[O-])c(NCC3CCCO3)c2)CC1 (stereo not given)	-1	-6	0.8	10	-5	-9	2	2	-0.1	-9
COc1ccc(OCCCC(=O)Nc2cc(S(=O)(=O)N3CCCCC3)ccc2C)cc1	-3	-13	2.0	-6	3	-11	-5	-2	0.1	4
COC(=O)c1scc(C)c1-n1ccc(C(=O)C(=O)N(C)C)c1	5	-2	2.0	-2	1	3	10	2	-0.1	-2
Cc1noc(C)c1C(=O)OC(C)C(=O)c1ccc(C(C)(C)C)cc1 (stereo not given)	-4	10	0.5	-2	1	-3	-5	1	0.2	3
O=[N+]([O-])c1cc(S(=O)(=O)N2CCCCC2)ccc1NCCN1CCOCC1	-4	-5	-0.8	-5	-2	1	-3	-2	-0.1	0
Cc1ccc(NC(=O)CSc2nnc(COc3ccccc3F)n2N)cc1S(=O)(=O)N1CCOCC1	4	-11	0.0	-2	2	-10	6	-3	0.1	7
COc1ccc(S(=O)(=O)Nc2cc(C(=O)NCCC(C)C)ccc2N2CCOCC2)cc1	3	5	1.1	0	0	-2	2	2	-1.2	-7
O=C(CSc1nnc(-c2ccncc2)n1Cc1ccccc1)NC1CCCCC1	8	-15	0.5	3	-6	-6	1	2	0.2	10
CC1Nc2nc(N(C)C)[nH]c(=O)c2NC1C (stereo not given)	-1	-7	-1.0	9	-3	4	-471	0	19*	-3
CCN(C(=O)COC(=O)c1ccccc1NCc1ccco1)c1c(N)n(Cc2ccccc2)c(=O)[nH]c1=O	-2	10	-1.8	-7	0	-14	i	-1	-8.2	-7
C=CCn1c(SCc2csc(-c3ccc(Cl)cc3)n2)nnc1-c1ccccc1OC	-11	-6	1.9	0	-5	-22	7	-12	0.6	-3
CC(=O)Nc1ccc(NC(=O)C(C)OC(=O)c2c(NC(C)=O)sc(C)c2C)cc1 (stereo not given)	-7	-11	3.1	-5	3	16	-18	-1	-0.1	9
Cc1onc(-c2ccccc2)c1C(=O)NCc1cccnc1	0	17	-0.4	3	1	-4	-33	2	-0.2	-3
COc1ccc(CN2CCN(c3ccccn3)CC2)c(OC)c1	0	-1	0.8	2	-6	0	11	-1	0.1	-1

3 compounds out of the list above, ordered by the number in DDE Tn6 FP inh, low to high:
SMILES	DDE Tn6 FP inh
O=[N+]([O-])c1cc(S(=O)(=O)N2CCCCC2)ccc1NCCN1CCOCC1	-5
Cc1noc(C)c1C(=O)OC(C)C(=O)c1ccc(C(C)(C)C)cc1 (stereo not given)	-2
CC1Nc2nc(N(C)C)[nH]c(=O)c2NC1C (stereo not given)	9

The list continues.
SMILES	GC-B act	ASAP1 inh	GAA850 FXN act	DDE Tn6 FP inh	rCAG RNA binder	HGIII-sPLA2 inh	ADAM10 inh	GC-A act	KLK7 zymogen act	ARFGAP1 inhibitor
COc1ccc(S(=O)(=O)Nc2ccccc2SC)cc1C	-2	7	0.7	-2	-1	-11	-1	-4	0.6	0
COc1ccc(/C=N/NC(=S)NCCc2ccccc2)cc1	6	-3	0.4	-9	3	4	5	11	-0.3	11
COc1ccc2c(c1OC)C(=O)OC2Nc1ccccc1S(=O)(=O)C(F)F (stereo not given)	3	2	-0.8	10	1	-2	-4	2	1.0	-18
O=C(NCCSc1c[nH]c2ccccc12)c1ccco1	-2	7	1.8	3	3	3	-2	-4	0.2	7
O=C(C#Cc1ccccc1)c1cccc([N+](=O)[O-])c1	.	1	1.6	-2	5	-1	-6	.	-0.1	-5
CCc1nc2c(OCCOc3ccc(F)cc3)cccn2c1N(C=O)Cc1ccccc1	2	-8	-2.5	1	0	-13	6	0	0.0	8
Cc1ccc(C(NC(=O)NCCCN2CCOCC2)=C(Cl)Cl)cc1F	-4	-11	-1.0	2	-5	5	2	4	-0.6	-6
CCOC(=O)CSc1nnc(NC(=O)C2CC(=O)N(c3ccc(F)cc3)C2)s1 (stereo not given)	2	-1	-1.7	0	22	-5	2	0	0.5	12
Cc1ccc(-n2ccnc(SCC(=O)NC3CCCCC3)c2=O)cc1F	5	19	1.6	0	0	-2	-52	-3	0.3	15
CCN1CCCC1CNc1ncnc2c1[nH]c1ccc(Cl)cc12 (stereo not given)	-1	3	-0.1	-3	17	0	-50	4	0.4	9
COc1cccc(NC(=O)CSc2ncnc3c2oc2ccccc23)c1	-4	10	-0.1	7	2	-1	-4	-2	0.1	-6
O=C(COC(=O)c1ccc2ccccc2n1)Nc1ccccc1Br	0	11	0.9	6	2	-2	-10	-2	-1.1	-14
CCCc1noc2c1/C(=N\O)CCC2	4	-12	-1.9	0	-1	5	1	5	0.3	-1
CC(C)NC(=O)CSc1nnc(-c2ccco2)n1N	6	-1	0.9	2	3	6	1	4	0.4	-9
CCCCN1CCS(=O)(=O)N(Cc2cn(Cc3ccccc3Br)nn2)C(C(=O)OC)C1 (stereo not given)	1	.	.	6	0	5	-8	-2	-0.7	.
COC(=O)c1sc(N)c(C(=O)OC)c1COC(=O)C1CC(=O)N(Cc2ccco2)C1 (stereo not given)	2	6	-0.4	-4	9	-2	-10	-6	-0.1	4
Cc1ccc(NC(=O)C2CC(=O)N(c3ccc4c(c3)OCCO4)C2)cc1S(=O)(=O)N(C)C (stereo not given)	2	12	-1.5	1	1	-12	-13	-2	0.0	12
CCCCN(CC)C(=O)CSc1nc2c(sc(=S)n2-c2ccc(OCC)cc2)c(=O)[nH]1	4	-6	2.6	-4	6	3	-1	1	0.7	-5
CC1=C(C(=O)OCC2CCCCC2)C(c2ccc(F)cc2)NC(=O)N1 (stereo not given)	-1	-14	0.8	4	-2	-2	-2	-6	0.3	-6
COc1ccc(OC)c(CCNC(=O)CSc2ccsc2[N+](=O)[O-])c1	7	-14	3.5	2	18	7	1	11	-0.5	-12
CCOc1ccccc1N(CC(=O)NCC1CCCO1)C(=O)CCC(=O)Nc1nccs1 (stereo not given)	0	-7	-0.6	0	-8	0	-6	0	0.7	-11
CC1=Nc2ccccc2N=C(NC(=O)c2ccccc2)C1c1ccc(Cl)cc1 (stereo not given)	-11	-7	3.5	-7	2	6	-5	-14	0.5	3
Cc1occc1-c1nnc(SCc2nc3ccccc3c(=O)n2CC#N)n1C	9	6	-0.8	-5	6	1	9	2	-0.5	1
O=C(CNC(=O)c1ccc(Br)o1)NNC(=O)c1ccc(Cl)cc1	-6	-7	0.2	-4	1	1	-5	2	0.1	-10
Cc1nc(N)nc2c1CCCC2	1	-2	1.4	4	1	2	-2	3	0.1	-16
O=C(OCC#CCSc1nnc(-c2cccc3ccccc23)o1)c1ccncc1	-9	.	.	4	.	-19	-17	-3	.	.

Compounds were not picked by outcome; 4.5% or so of the library scored in one or more.
